HTR5A ag: HTR5A agonists in luminescence cell assay, primary screen, counter-screen for OPRM1-OPRD1 heterodimer agonist project, full-deck HTS; 340,000 compounds, 0.61% hits; AID 504692, 2011; activation, % at 9.3 µM; cell-based; in the data active = activation mostly above about 9.5%, no sharp cut-off; inactive = mostly below about 7.6%;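 note: 0% = cells with vehicle only and 100% = reference agonist; strong numbers were not always called active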
Target sequence (P47898 whole entry, looked up): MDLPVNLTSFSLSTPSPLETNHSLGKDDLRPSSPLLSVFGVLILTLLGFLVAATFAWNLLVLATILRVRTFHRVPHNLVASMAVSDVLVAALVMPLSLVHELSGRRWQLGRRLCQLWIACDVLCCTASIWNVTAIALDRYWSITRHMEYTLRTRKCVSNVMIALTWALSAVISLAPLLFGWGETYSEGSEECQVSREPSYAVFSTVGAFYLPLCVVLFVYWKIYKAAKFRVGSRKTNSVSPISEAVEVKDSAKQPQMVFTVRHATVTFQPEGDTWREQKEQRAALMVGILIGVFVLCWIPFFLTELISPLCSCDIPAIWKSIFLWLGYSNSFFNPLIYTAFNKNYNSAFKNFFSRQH
cardiac RTF act: cardiac RTF calcium sensitivity activators, primary screen, biochemical, IANBD-TnC fluorescence, EC20 calcium; Troponin I, cardiac muscle (Homo sapiens) + Troponin T, cardiac muscle (Homo sapiens) + …; IANBD-labeled TnC RTF fluorescence at EC20 calcium; 0% EC20 calcium, 100% full calcium; activation, % at 7.2 µM; 340,000 compounds, 0.24% hits;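 active = activation above the mean over all tested compounds plus 3 SD, cut at about 30% in these data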;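 note: rise in fluorescence read as greater calcium sensitivity of cardiac thin filaments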
MOR-DOR ag: agonists of OPRM1-OPRD1 heterodimerization, primary screen, cell-based, luminescence; cells; activation, % at 9.3 µM; 340,000 compounds, 0.3% hits; in the data active = activation above about 18%;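 note: 0% = vehicle-treated cells and 100% = reference agonist; values of inactives mirror those of a sister screen read the other way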
HTR5A inv ctr: HTR5A inverse agonists in luminescence cell assay, primary screen, counter-screen for OPRM1-OPRD1 heterodimer inverse agonist project, full-deck HTS. 5-hydroxytryptamine receptor 5A (Homo sapiens), P47898. HTR5A cell line, inverse agonism. inhibition, % at 9.3 µM. 340,000 compounds, 0.083% hits. AID 504634, 2011; in the data active = inhibition mostly above about 23%, no sharp cut-off; inactive = mostly below about 18%;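 note: 0% = cells with DMSO and 100% = no-cell wells with DMSO; some compounds called inactive have numbers as strong as hits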
OPRM1-OPRD1 inv: inverse agonists of MOR-DOR heterodimerization, primary screen, cell-based, luminescence | Mu-type opioid receptor (Homo sapiens) + Delta-type opioid receptor (Homo sapiens), … | AID 504357, 2011 | inhibition, % at 9.3 µM | cell-based MOR-DOR heterodimer luminescence, inverse agonism | 340,000 compounds, 0.21% hits; in the data active = inhibition above about 22%, passing the limit was not always enough;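 note: 0% = cells with DMSO and 100% = wells without cells with DMSO; values of inactives mirror those of a sister screen read the other way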
RTF Ca sens inh: cardiac RTF calcium sensitivity inhibitors, primary screen, biochemical, IANBD-TnC fluorescence, EC70 calcium. Troponin I, cardiac muscle (Homo sapiens) + Troponin T, cardiac muscle (Homo sapiens) + …. IANBD-labeled cardiac RTF, Ca2+ fluorescence. inhibition, % at 7.15 µM. 340,000 compounds, 0.12% hits. AID 493244, 2011;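 active = inhibition above the mean inhibition of all tested compounds plus 3 SD, cut at about 17% in these data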;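 note: assay run at fixed EC70 calcium of 1.6 mM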
Keap1 Nrf2 FP: Keap1-Nrf2 protein-protein interaction inhibitors, primary screen, biochemical, fluorescence polarization, single point. 340,000 compounds, 0.15% hits. Kelch-like ECH-associated protein 1 (Homo sapiens), Q14145. Keap1 Kelch-Nrf2 peptide fluorescence polarization, 1536-well. inhibition, % at 9.4 µM; in the data active = inhibition above about 12%;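 note: human Keap1 Kelch domain with fluorescein labeled Nrf2 9mer peptide probe; 0% = neutral control wells and 100% = peptide positive control; higher means more block of Keap1 binding to Nrf2 peptide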
Target sequence (Q14145 whole entry, looked up, the tested form may be a part): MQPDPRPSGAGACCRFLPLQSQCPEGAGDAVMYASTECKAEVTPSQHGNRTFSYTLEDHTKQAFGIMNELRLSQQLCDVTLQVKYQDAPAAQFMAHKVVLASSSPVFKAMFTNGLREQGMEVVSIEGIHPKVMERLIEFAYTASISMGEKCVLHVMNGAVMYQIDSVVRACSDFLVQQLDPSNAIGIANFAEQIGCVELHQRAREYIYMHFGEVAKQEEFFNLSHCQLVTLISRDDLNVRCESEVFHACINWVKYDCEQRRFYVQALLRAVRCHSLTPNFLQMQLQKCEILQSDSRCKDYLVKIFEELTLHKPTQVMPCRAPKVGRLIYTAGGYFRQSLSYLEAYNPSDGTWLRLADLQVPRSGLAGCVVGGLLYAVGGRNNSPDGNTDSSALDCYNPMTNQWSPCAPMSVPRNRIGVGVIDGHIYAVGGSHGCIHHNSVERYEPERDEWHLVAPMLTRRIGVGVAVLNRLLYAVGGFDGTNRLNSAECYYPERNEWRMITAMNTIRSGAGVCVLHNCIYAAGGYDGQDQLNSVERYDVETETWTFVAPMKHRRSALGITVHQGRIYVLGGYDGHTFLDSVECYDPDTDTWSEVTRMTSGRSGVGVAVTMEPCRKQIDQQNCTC
V-ATPase pH: regulators of yeast V-ATPase proton pumping, primary screen, pHLuorin cytosolic pH fluorescence. 350,000 compounds, 0.37% hits. AID 504577, 2011. response, % at 10 µM. S. cerevisiae; in the data active = response mostly above about 7.3%, no sharp cut-off; inactive = mostly below about 5.4%; note: actives read high; inactives centre near 0; some compounds called inactive have numbers as strong as hits; reference of the scale not given here
LANA DNA inh: inhibitors of KSHV C-LANA binding to DNA, primary screen, biochemical, fluorescence polarization, FAM-LBS DNA, MBP-C-LANA, single point; inhibition, % at 9 µM; 340,000 compounds, 0.078% hits;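 active = highest replicate inhibition at or above 60% at 9 µM, even if other replicates fall short; inactive = all replicates below 60% inhibition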;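 note: 0% = neutral control wells and 100% = 4 µM acridine orange control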
CAL PDZ FP: untagged CAL PDZ binding inhibitors, primary screen, biochemical, fluorescence polarization, HTS. purified CAL PDZ, TMR-peptide fluorescence polarization, 1 h. inhibition, % at 24.9 µM. 300,000 compounds, 0.92% hits;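 active = mean inhibition of at least 30% with at least half of replicates also reaching 30%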;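 note: 0% = DMSO neutral control and 100% = excess unlabeled competitor peptide PRC23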
The depositor's hits bear a star; nt = not tested or not shown; + = active, no number.

1	O=C(CN1CCN(S(=O)(=O)c2ccccc2F)CC1)NCC1(N2CCOCC2)CCCCC1
2	Cc1cc(C(=O)CSc2nnc(-c3ccncc3)n2-c2ccccc2)c(C)n1C
3	Cc1cccc(C(=O)N[C@H](C(=O)Nc2ncc(C)s2)C(C)C)c1
4	O=C(O)c1cccc(N2C(=O)/C(=C/c3ccc([N+](=O)[O-])cc3)C=C2c2ccccc2)c1
5	CN(C(=O)COC(=O)CCc1c[nH]c2ccccc12)C(c1ccccc1)c1ccccc1
6	COC(=O)c1cc(S(=O)(=O)N2CCN(c3ccc([N+](=O)[O-])cc3)CC2)c[nH]1
7	Cc1ccc2nc(Nc3ccccc3)cc(C)c2c1
8	CC(=O)OCCc1c2ccccc2c(CCCN(C)C)c2ccccc12
9	CCCc1cc(=O)oc2cc(OCc3cc(OC)c(OC)c(OC)c3)c(Cl)cc12
10	Cc1nc(N2CCc3ccccc3C2)[nH]c(=O)c1CCC(C)C
assay / entry	1	2	3	4	5	6	7	8	9	10
HTR5A ag	-4	-3	3	4	0	-4	-1	1	-3	3
cardiac RTF act	-1	4	2	1	-2	-3	3	0	-11	5
MOR-DOR ag	-0.8	-1.3	-2.7	2.3	2.0	-2.2	4.5	7.9	-2.4	-0.7
HTR5A inv ctr	9	10	-7	-3	-6	15	5	-7	-18	-10
OPRM1-OPRD1 inv	3	7	13	-16	-12	11	-22	-42	13	4
RTF Ca sens inh	-13	-5	-5	-10	-5	-7	4	2	-13	-3
Keap1 Nrf2 FP	-5	-5	-2	-1	-7	1	1	-19	-3	-4
V-ATPase pH	0	3	-3	-4	2	1	-1	8	-1	-4
LANA DNA inh	0.6	0.6	1.3	-0.7	1.5	-1.5	1.2	-1.0	0.3	-0.4
CAL PDZ FP	-2	-2	-3	-3	0	-3	-5	-4	3	nt

11	CCCCC(CCC(=O)Nc1ccccc1C(=O)OCC)C(=O)O (stereo not drawn)
12	CC1Sc2ccc(C(=O)Nc3ccc(S(=O)(=O)N(C)C)cc3)cc2NC1=O (stereo not drawn)
13	CCN(CC)S(=O)(=O)c1cccc(-c2nnc(SCC(N)=O)n2C)c1
14	Cc1cc(=O)oc2cc(OCC(=O)OCC(=O)N3CCC(C)CC3)ccc12
15	CCOc1ccccc1N(C(=O)Nc1cccc(Cl)c1)C1=NC(C)CS1 (stereo not drawn)
16	O=C(c1cccs1)N(Cc1nc2sc3c(c2c(=O)[nH]1)CCCC3)C1CCCC1
17	CN(Cc1nc2ccccc2c(=O)[nH]1)Cc1nc2ccsc2c(=O)[nH]1
18	COc1ccc(C(=O)OCC(=O)Nc2c(C)n(C)n(-c3ccccc3)c2=O)cc1
19	O=C(N/N=C\c1ccccn1)C1COc2cc3ccccc3cc2O1 (stereo not drawn)
20	Cc1ccc(Nc2cc(C)nc3nc(C)nn23)cc1
assay / entry	11	12	13	14	15	16	17	18	19	20
HTR5A ag	-1	-8	-1	0	-3	5	4	1	5	-4
cardiac RTF act	-2	-2	0	-2	-2	3	3	0	-4	0
MOR-DOR ag	-2.6	-0.2	-3.5	-1.6	-0.5	-0.4	-0.6	-3.9	-3.4	-1.1
HTR5A inv ctr	16	21	3	31	7	-17	-11	3	-13	12
OPRM1-OPRD1 inv	12	1	16	9	4	2	3	15	14	6
RTF Ca sens inh	0	-4	6	1	-5	6	-6	-1	8	-2
Keap1 Nrf2 FP	-2	-9	-3	-8	2	-11	-1	-1	-2	-2
V-ATPase pH	-3	-3	-1	6	2	2	-1	0	1	3
LANA DNA inh	0.3	-1.2	1.2	1.7	0.6	-1.0	-1.7	-1.1	-2.2	-1.1
CAL PDZ FP	-1	-7	-2	nt	2	9	2	nt	-1	-2

21	Cc1cccc(-c2n[nH]c(=S)n2/N=C/c2ccc(C)o2)c1
22	CCN1CCN(CCCNC(=O)c2cc3cc4ccc(OC)cc4nc3o2)CC1
23	CC(=O)c1cn(CCCCCCCn2cc(C(C)=O)c(=O)[nH]c2=O)c(=O)[nH]c1=O
24	CCn1c(SCC(=O)Nc2ccc(OC)c(OC)c2)nnc1-c1cccs1
25	C=C(C)c1cccc(C(C)(C)NC(=O)N(C)C2CCN(C)CC2)c1
26	Cc1ccc(N2C(=O)N(CC(=O)N3CCCc4ccccc43)C(=O)C2C)cc1 (stereo not drawn)
27	O=C(NCc1cccs1)C1CC(c2ccc(Cl)c(Cl)c2)=NO1 (stereo not drawn)
28	O=C(c1cccc([N+](=O)[O-])c1)N1CCN(S(=O)(=O)N2CCCCC2)CC1
29	Cc1ccc2[nH]c(=O)c(COC(=O)C3CCCCC3)cc2c1
30	Cc1ccc(S(=O)(=O)N2CCN(C(=O)CCn3nc(C)c(C)c3C)CC2)cc1C
assay / entry	21	22	23	24	25	26	27	28	29	30
HTR5A ag	-5	5	-2	-4	nt	2	1	2	0	3
cardiac RTF act	-4	10	6	1	nt	0	5	1	3	-5
MOR-DOR ag	1.3	-0.4	-3.4	-1.7	nt	1.1	1.4	-1.1	1.7	-1.1
HTR5A inv ctr	13	-18	7	-11	nt	4	-3	-13	-10	11
OPRM1-OPRD1 inv	-7	2	17	9	nt	-6	-7	6	-9	6
RTF Ca sens inh	8	3	-8	-2	nt	-8	-16	-4	1	-20
Keap1 Nrf2 FP	-2	-3	-1	0	-3	1	-3	-2	2	1
V-ATPase pH	3	-1	4	4	1	1	-1	3	1	-3
LANA DNA inh	-1.2	-3.0	0.0	-1.7	0.4	0.2	0.9	2.1	1.5	-0.4
CAL PDZ FP	nt	nt	1	-2	6	0	-1	-2	+	-3

31	Cc1c(-c2csc(N)n2)cnn1C
32	CCOC(=O)CSc1nnc(Cn2nnc(-c3ccccc3)n2)n1C
33	COc1ccc(S(=O)(=O)N2CCOCC2)cc1NC(=O)COC(=O)c1[nH]c(C)c(C(C)=O)c1C
34	C=CCSc1nnc(NC(=O)C23CC4CC(CC(NC(C)=O)(C4)C2)C3)s1
35	N/C(=N\N=C/c1ccc(Br)cc1)N/N=C\c1ccc(Br)cc1
36	O=C(CN1C(=O)NC2(CCc3ccccc32)C1=O)Nc1c(Cl)cccc1Cl (stereo not drawn)
37	Cc1cc(Cl)ccc1OCC(=O)Nc1cccc(S(=O)(=O)NC2=NCCCCC2)c1
38	COc1ccccc1CCNC(=O)C(=O)NCC1OCCN1S(=O)(=O)c1ccccc1 (stereo not drawn)
39	COc1ccc(NC(=O)CN2C(=O)NC(C)(C3CC3)C2=O)cc1S(=O)(=O)N1CCCCC1 (stereo not drawn)
40	COc1ccc(C(=O)NCC(=O)N/N=C/c2ccc([N+](=O)[O-])o2)cc1OC
assay / entry	31	32	33	34	35	36	37	38	39	40
HTR5A ag	2	2	-2	2	-1	1	-1	-2	2	9
cardiac RTF act	-2	0	0	-2	5	-2	-10	4	-1	1
MOR-DOR ag	-0.8	-0.2	-2.8	-2.3	1.4	0.4	-0.9	-1.5	-6.0	3.7
HTR5A inv ctr	-6	-5	10	-6	2	4	-14	-11	-2	17
OPRM1-OPRD1 inv	4	1	14	9	-7	-2	6	8	23	-18
RTF Ca sens inh	3	-3	7	-3	-2	-4	-6	1	-14	-12
Keap1 Nrf2 FP	-7	-1	-8	1	-5	1	-3	1	-1	2
V-ATPase pH	-1	-3	0	1	3	0	-3	-1	7	-6
LANA DNA inh	0.4	-0.3	-0.3	0.0	0.8	-0.8	0.4	1.2	-0.2	1.5
CAL PDZ FP	7	0	0	nt	-1	6	nt	nt	0	1

An excerpt of these results, with values under each structure:
Order of values – HTR5A ag | cardiac RTF act | MOR-DOR ag | HTR5A inv ctr | OPRM1-OPRD1 inv | RTF Ca sens inh | Keap1 Nrf2 FP | V-ATPase pH | LANA DNA inh | CAL PDZ FP
32. CCOC(=O)CSc1nnc(Cn2nnc(-c3ccccc3)n2)n1C
  2 | 0 | -0.2 | -5 | 1 | -3 | -1 | -3 | -0.3 | 0
33. COc1ccc(S(=O)(=O)N2CCOCC2)cc1NC(=O)COC(=O)c1[nH]c(C)c(C(C)=O)c1C
  -2 | 0 | -2.8 | 10 | 14 | 7 | -8 | 0 | -0.3 | 0
34. C=CCSc1nnc(NC(=O)C23CC4CC(CC(NC(C)=O)(C4)C2)C3)s1
  2 | -2 | -2.3 | -6 | 9 | -3 | 1 | 1 | 0.0 | nt
35. N/C(=N\N=C/c1ccc(Br)cc1)N/N=C\c1ccc(Br)cc1
  -1 | 5 | 1.4 | 2 | -7 | -2 | -5 | 3 | 0.8 | -1

The list goes on.
41	O=C(Nc1cc(C(F)(F)F)ccc1N1CCOCC1)c1ccc2ccccc2n1
42	Clc1ccc(OCCn2c(-c3ccco3)nc3ccccc32)cc1
43	Cc1cccn2c(CNCCc3ccccn3)c(C(=O)N3CCOCC3)nc12
44	CC(=O)N1CCN(c2ccc(S(=O)(=O)N3CCOCC3)cc2[N+](=O)[O-])CC1
45	O=c1[nH]cnc2c1ncn2-c1ccc(N(CCO)CCO)cc1
46	CCOC(=O)C1=NN(C(=O)COc2ccccc2)C(O)(c2ccc(Br)cc2)C1 (stereo not drawn)
47	COc1ccc(C(=O)N/C=C/n2cnc3cc(C(F)(F)F)ccc32)cc1
48	Cc1ccc(S(=O)(=O)N2[C@@H](c3ccccc3F)C(C(=O)O)=CC[C@H]2c2cccs2)cc1
49	Cc1occc1C(=O)NNC(=O)c1ccc(F)cc1
50	Cc1ccc(NC(=O)CCc2c(C)nn(-c3ccc(N4CCOCC4)nn3)c2C)cc1
51	Cc1ccc(N(CC(=O)NC2CCC(C)CC2)S(=O)(=O)c2cccnc2)cc1 (stereo not drawn)
52	O=C(Nc1nccs1)C1CCCCN1S(=O)(=O)c1ccccc1 (stereo not drawn)
assay / entry	41	42	43	44	45	46	47	48	49	50	51	52
HTR5A ag	-3	3	1	-4	-2	-1	0	0	2	1	-3	-2
cardiac RTF act	8	-3	-2	-3	-2	-2	4	-5	-2	-10	6	0
MOR-DOR ag	-1.1	-0.5	-3.5	-2.7	-3.4	3.1	1.4	-2.2	-2.0	-2.6	-2.2	-0.6
HTR5A inv ctr	6	-7	-2	14	6	2	0	-2	1	-4	8	-2
OPRM1-OPRD1 inv	6	3	18	14	15	-14	-7	12	11	14	11	3
RTF Ca sens inh	-4	0	-11	-1	-4	-1	-2	-1	-2	-2	-1	-3
Keap1 Nrf2 FP	-3	-6	1	-1	0	-6	-4	-2	0	-2	-2	1
V-ATPase pH	0	-3	1	-3	-5	-1	9	4	1	-2	-2	5
LANA DNA inh	-1.1	-1.2	-0.3	1.9	-0.6	-1.8	-5.9	-1.0	-0.4	0.2	1.1	-1.0
CAL PDZ FP	-5	7	-4	nt	12	-5	-1	6	-2	-8	nt	-4
